Rat MKP-3 inhibitors = MKP-3 phosphatase inhibitors, primary screen, biochemical, rat enzyme, in vitro (AID 425) | recombinant MKP-3 phosphatase activity, fluorescence; higher % means a stronger effect | Dual specificity protein phosphatase 6 (Rattus norvegicus) | inhibition, % at 20 µM, or IC50 in µM where a hit was titrated | 110,000 tested, 0.17% active; in the data active = inhibition above about 50%;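 note: plate controls were vehicle for no effect and reference inhibitor for full effect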
Hsp70 inhibitors = Hsp70 inhibitors, probe displacement, primary screen, biochemical, fluorescence polarization (AID 583); Heat shock 70 kDa protein 1A (Homo sapiens); Hsp70 fluorescence polarization probe displacement, mP; higher % means a stronger effect; displacement, % at 20 µM; hits with a dose series show IC50 in µM; 140,000 tested, 0.06% active; in the data active = displacement above about 50%;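 note: plate controls were vehicle for no effect and reference ligand for full effect; a part of the inactive calls stands beside numbers as strong as those of hits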
Numbers without * were called inactive; . = not tested or not shown; & = joins results of further samples. The list is partial. The share of hits here may be higher or lower than overall.

#	compound	Rat MKP-3 inhibitors	Hsp70 inhibitors
1	COc1ccccc1CN1CCNCC1	2%	1.5%
2	O=c1cccc2n1CC1CC2CN(C(c2cccc(F)c2)c2sc3ncnn3c2O)C1 (centres undefined)	-2%	-2.3%
3	C[C@@H]1CC[C@@]2(NC1)OC1C[C@H]3C4CC=C5CC(O)CCC5(C)C4CCC3(C)C1[C@@H]2C (some centres undefined)	2%	2.2%
4	O=c1[nH]c(=O)n(Cc2ccco2)c(O)c1C=NC1CC1	-9%	-1.9%
5	N#Cc1ccc(N2CCNCC2)c(F)c1	-1%	-5.8%
6	c1cncc(C2CCCCN2Cc2ccc3c(c2)OCO3)c1 (centres undefined)	-4%	1.2%
7	CCC(=Nc1ccc(OC)cc1OC)c1c(O)n(C2CCCCC2)c(=O)[nH]c1=O	7%	-0.8%
8	CC(C(=O)N1CCC2(CC1)OCCO2)C1Sc2ccccc2NC1=O (centres undefined)	6%	-2.7%
9	COc1ccc(N2C(=O)CC(N3CC=C(c4ccccc4)CC3)C2=O)cc1 (centres undefined)	-5%	-0.4%
10	O=c1[nH]c(=O)n(-c2cccc(Cl)c2)c(O)c1C=NCCN1CCCCC1	0%	6.7%
11	COCC(C)OC(=O)c1c(N)n(Cc2ccco2)c2nc3ccccc3nc12 (centres undefined)	-2%	8.4%
12	CN1C(=O)NC(=O)[C@]2(Cc3ccccc3N3CCN(c4ccccc4)CC32)C1=O (some centres undefined)	.	-2.1%
13	CCOC(=O)c1cccc([P+](=O)O)c1	-14%	19%
14	CC(C)N1CCC(N2CCCCC2)CC1	3%	-1.3%
15	O=c1[nH]c(=O)n(C2CCCCC2)c(O)c1C=NCCCn1ccnc1	0%	1.5%
16	O=[N+]([O-])c1ccc(NCCc2ccccc2)c2ncccc12	3%	2.2%
17	COc1cccc(C2=NOC(C(=O)N3CCC4(CC3)OCCO4)C2)c1 (centres undefined)	0%	5.8%
18	Cc1nn(Cc2ccccc2)c(C)c1C(=O)OCC(=O)Nc1ccccc1SCC#N	5%	-21%
19	OC1(c2ccc(F)cc2)CCNC1 (centres undefined)	-9%	-3.8%
20	CC(C)CCP(=O)(O)c1ccccc1	-2%	-16%&0.6%
21	CCOC(=O)C1=C(N)Oc2c(c(=O)oc3ccccc23)C12C(=O)N(C)c1ccccc12 (centres undefined)	3%	-1.4%
22	CN1CCN(c2nc3ccc([N+](=O)[O-])cc3s2)CC1	5%	3.3%
23	O=C(Cn1ncc2c3ccccc3n(Cc3ccccc3)c2c1=O)N1CCC2(CC1)OCCO2	3%	1.7%
24	Cn1ccnc1P(=S)(c1nccn1C)N1CCOCC1	-8%	1.6%
25	Cc1cc(Cl)ccc1OCC(=O)N1CCN(C/C=C/c2ccccc2)CC1	0%	2.2%
26	CCCCCCn1c(O)c(C=NCCCn2ccnc2)c(=O)[nH]c1=O	10%	-33%
27	Cc1ccc2nc3c(cc2c1)CC1(C(=O)N(C)C(=O)N(C)C1=O)C1COCCN31 (centres undefined)	-4%	1.0%
28	COc1ccc(CN2CCN(C(=O)Cc3ccccc3)CC2)c(OC)c1	1%	0.9%
29	CC1CCC(C(C)C)C(OP(N)(=O)c2ccccc2)C1 (centres undefined)	0%	1.2%
30	Cc1oc(-c2ccc(Cl)cc2)nc1CS(=O)CC(=O)N1CCC2(CC1)OCCO2 (centres undefined)	-5%	12%
31	CC12CN3CC(C)(CN(C1)C3c1ccco1)C2=O (centres undefined)	-3%	1.6%
32	CC(=O)n1cc(C2C(=O)NC(=O)NC2=O)c2ccccc21	-5%	4.1%
33	CCN(CC)CCCN=C(C)c1c(O)n(-c2ccc(C)cc2)c(=O)[nH]c1=O	-1%	-0.7%
34	O=c1c2ccccc2nc(-c2ccccc2F)n1-c1ccccc1Cl	4%	0.9%
35	CCC(CC)N1CCN(Cc2cccc(Cl)c2)CC1	4%	2.1%
36	Cc1ccc2c(c1)C1CN(C)CCC1N2C(=O)COc1ccc(S(=O)(=O)N2CCOCC2)cc1 (centres undefined)	-1%	-1.2%
37	C=CCn1c(O)c(C(CC)=NCCC2=CCCCC2)c(=O)[nH]c1=O	.	-1.5%
38	CCN1CCN(C(=O)Cc2coc3ccc4ccccc4c23)CC1	.	-2.6%
39	COc1ccc(CCNCc2cccn2C)cc1OC	0%	-3.1%
40	CCOC(=O)C(C)(CC)NC(=O)CSP(=S)(OCC)OCC (centres undefined)	.	5.4%

20 structures out of the list, ordered by length of the SMILES, highest first.
#	compound	Rat MKP-3 inhibitors	Hsp70 inhibitors
3	C[C@@H]1CC[C@@]2(NC1)OC1C[C@H]3C4CC=C5CC(O)CCC5(C)C4CCC3(C)C1[C@@H]2C (some centres undefined)	2%	2.2%
23	O=C(Cn1ncc2c3ccccc3n(Cc3ccccc3)c2c1=O)N1CCC2(CC1)OCCO2	3%	1.7%
30	Cc1oc(-c2ccc(Cl)cc2)nc1CS(=O)CC(=O)N1CCC2(CC1)OCCO2 (centres undefined)	-5%	12%
33	CCN(CC)CCCN=C(C)c1c(O)n(-c2ccc(C)cc2)c(=O)[nH]c1=O	-1%	-0.7%
18	Cc1nn(Cc2ccccc2)c(C)c1C(=O)OCC(=O)Nc1ccccc1SCC#N	5%	-21%
9	COc1ccc(N2C(=O)CC(N3CC=C(c4ccccc4)CC3)C2=O)cc1 (centres undefined)	-5%	-0.4%
11	COCC(C)OC(=O)c1c(N)n(Cc2ccco2)c2nc3ccccc3nc12 (centres undefined)	-2%	8.4%
25	Cc1cc(Cl)ccc1OCC(=O)N1CCN(C/C=C/c2ccccc2)CC1	0%	2.2%
15	O=c1[nH]c(=O)n(C2CCCCC2)c(O)c1C=NCCCn1ccnc1	0%	1.5%
26	CCCCCCn1c(O)c(C=NCCCn2ccnc2)c(=O)[nH]c1=O	10%	-33%
34	O=c1c2ccccc2nc(-c2ccccc2F)n1-c1ccccc1Cl	4%	0.9%
4	O=c1[nH]c(=O)n(Cc2ccco2)c(O)c1C=NC1CC1	-9%	-1.9%
29	CC1CCC(C(C)C)C(OP(N)(=O)c2ccccc2)C1 (centres undefined)	0%	1.2%
31	CC12CN3CC(C)(CN(C1)C3c1ccco1)C2=O (centres undefined)	-3%	1.6%
35	CCC(CC)N1CCN(Cc2cccc(Cl)c2)CC1	4%	2.1%
13	CCOC(=O)c1cccc([P+](=O)O)c1	-14%	19%
39	COc1ccc(CCNCc2cccn2C)cc1OC	0%	-3.1%
5	N#Cc1ccc(N2CCNCC2)c(F)c1	-1%	-5.8%
20	CC(C)CCP(=O)(O)c1ccccc1	-2%	-16%&0.6%
1	COc1ccccc1CN1CCNCC1	2%	1.5%

Further records follow:
#	compound	Rat MKP-3 inhibitors	Hsp70 inhibitors
41	O=C(Nc1ccccc1)NC1CC2CCC(C1)N2 (centres undefined)	1%	2.2%
42	Cc1cc(-c2ccc(C=C3C(=O)NC(=S)NC3=O)o2)cc([N+](=O)[O-])c1C	2%	-4.2%
43	COc1ccccc1/C=C1/C(=N\O)C2CCN1CC2	2%	-0.9%
44	O=C(O)C1C2CCC(O2)C1C(=O)Nc1ccc(Cl)cc1 (centres undefined)	2%	-0.8%
45	Cc1cccc(N2C(=O)CC(=O)NC2=O)c1	0%	-2.7%
46	CSc1ccc(CNC2CN3CCC2CC3)cc1 (centres undefined)	-3%	-4.1%
47	CCC(C)N=Cc1c(O)n(-c2ccccc2)c(=O)[nH]c1=O (centres undefined)	.	-0.1%
48	Cc1ccc(S(=O)(=O)Oc2ccccc2C=C2C(=O)N(C)C(=O)N(C)C2=O)cc1	-2%	2.5%
49	O=c1[nH]c2ccccc2n1C1CCN(CCCC(c2ccc(F)cc2)c2ccc(F)cc2)CC1	3%	-0.6%

Assay outcomes as filed in PubChem BioAssay.
